Screening results as filed in PubChem.
D1 antag = antagonists of human D1 dopamine receptor; AID 504652; HEK293 TREx D1 cells, calcium flux, dopamine EC80; stronger effect = lower value; hit rate 3.2% among 360,000; activity change, negative = inhibition, % at 10 µM; P21728; in the data active = activity change below about -30%; also: % is scaled to controls: 0 for no effect and ±100 for the full control effect
Target sequence (P21728 whole entry, looked up): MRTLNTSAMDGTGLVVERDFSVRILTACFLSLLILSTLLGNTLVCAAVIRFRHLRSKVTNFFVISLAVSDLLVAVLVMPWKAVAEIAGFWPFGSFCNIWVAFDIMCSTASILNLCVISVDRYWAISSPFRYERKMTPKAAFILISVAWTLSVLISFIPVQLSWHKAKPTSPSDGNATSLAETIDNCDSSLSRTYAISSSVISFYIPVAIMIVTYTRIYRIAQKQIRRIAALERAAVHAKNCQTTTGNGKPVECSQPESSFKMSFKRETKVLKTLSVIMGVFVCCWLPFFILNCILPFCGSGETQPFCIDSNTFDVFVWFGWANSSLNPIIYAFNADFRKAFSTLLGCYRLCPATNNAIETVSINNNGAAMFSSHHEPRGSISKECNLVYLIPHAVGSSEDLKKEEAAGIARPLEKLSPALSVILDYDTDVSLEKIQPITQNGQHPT
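After overnight tetracycline induction at 30 C, force-coupled D1 HEK293 cells took up a no-wash calcium dye at room temperature. Compounds were added and monitored 180 s, and the response to EC80 dopamine was then recorded.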
TRHR PAM = allosteric enhancers of human TRH receptor. TRHR cells, fluo-8 calcium fluorescence, EC20 TRH enhancement. enhancement, % at 2 µM. hit rate 0.66% among 360,000. AID 493056; in the data active = enhancement above about 30%; also: 0% is about no effect
Target sequence (P34981 whole entry, looked up): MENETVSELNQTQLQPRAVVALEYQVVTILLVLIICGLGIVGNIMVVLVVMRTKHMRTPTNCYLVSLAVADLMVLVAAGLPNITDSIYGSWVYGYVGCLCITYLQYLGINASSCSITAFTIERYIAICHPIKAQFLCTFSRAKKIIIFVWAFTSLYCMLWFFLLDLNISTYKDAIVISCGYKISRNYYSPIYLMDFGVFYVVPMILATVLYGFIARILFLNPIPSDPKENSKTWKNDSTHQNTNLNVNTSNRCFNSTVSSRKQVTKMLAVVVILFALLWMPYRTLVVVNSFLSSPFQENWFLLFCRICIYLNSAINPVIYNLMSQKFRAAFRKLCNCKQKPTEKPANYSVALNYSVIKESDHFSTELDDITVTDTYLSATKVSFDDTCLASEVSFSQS
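Enhancer read-out: after compound pinning and an initial kinetic agonist-mode read, an EC20 of TRH (10 nM final) was injected and fluo-8 calcium signal (Ex 480/Em 530) followed at 1 s/cycle for 100 cycles in TRHR-expressing cells.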
RXFP1 antagonist = antagonists of human relaxin receptor RXFP1 | Q9HBX9 | HEK293-RXFP1, relaxin-stimulated cAMP HTRF, 30 min; stronger effect = lower value | activity change, negative = inhibition, % at 57.5 µM | hit rate 0.59% among 350,000 | AID 1259400;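 active = activity change of -60% or lower, but not beyond a set lower limit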; also: % is scaled to controls: 0 for no effect and ±100 for the full control effect
D1 agonist = agonists of human D1 dopamine receptor; HEK293 T-REx D1 cells, calcium flux, agonist mode; P21728; activation, % at 2 µM; hit rate 1% among 360,000; in the data active = activation above about 30%; also: 0% is about no effect
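Inducible HEK293 T-REx D1 cells, force-coupled to calcium signalling, were plated at 4000 cells/well with tetracycline and held overnight at 30 C. After no-wash calcium dye loading, compound-evoked calcium rise over 180 s flagged agonists.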
D1 potentiator = potentiators of human D1 dopamine receptor; hit rate 0.036% among 360,000; potentiation, % at 10 µM; P21728; HEK293 TREx D1 cells, calcium flux, dopamine EC20 potentiation; in the data active = potentiation above about 30%; also: 0% is about no effect
D2 agonist = activates the human D2 dopamine receptor. P14416. HEK293 T-REx D2 cells, calcium flux agonist mode. activation, % at 2 µM. hit rate 0.53% among 340,000. AID 485358;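 active = activation over 3 SD above normal in the single-dose calcium agonist read, cut at about 30% in these data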; also: 0% is about no effect
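HEK293 Trex D2 cells, tetracycline-induced, o/n 30 C 5% CO2; no-wash Ca dye, RT 30–90 min; 10-cycle baseline, 23 nl cpd added, kinetic Ca read 180 s; agonist hits = positive Ca response.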
D2 antag = D2 dopamine receptor (human) antagonism. P14416. hit rate 2% among 340,000. AID 485344. inhibition, % at 10 µM. HEK293 TREx D2 cells, calcium flux, dopamine EC80; in the data active = inhibition above about 30%; also: 0% is about no effect
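Read-out: kinetic calcium fluorescence (1 cycle/s) in inducible HEK293 T-REx D2 cells after an EC80 dopamine addition that followed 180 s compound preincubation. Loss of the dopamine response indicates antagonism.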
RXFP1 ag = RXFP1 (human) receptor agonism; HEK293T-RXFP1 cAMP TR-FRET, 30 min; response scale: percent of porcine relaxin response, buffer zero; Potency, µM (highest dose often 57.5 µM), without a hit: top-dose activation, most hits filed as activators; hit rate 0.3% among 370,000; active = well fitted activation curve with a large enough effect; also: potency is read from the fitted curve at half-maximal effect; % is scaled to controls: 0 for no effect and ±100 for the full control effect; nearly all actives have a fitted effect of over 60% in size; many of its hits are not listed in these tables
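Agonist response is measured as cAMP accumulation in an RXFP1-transfected HEK293T line under PDE4 inhibition. Values are scaled between buffer-only and 29 nM porcine relaxin, and EC50s come from standard Hill equation fits.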
D2 PAM = positive allosteric modulators of human D2 dopamine receptor; P14416; HEK293 T-REx D2, calcium flux, EC20 dopamine potentiation; potentiation, % at 10 µM; hit rate 0.34% among 340,000; AID 485347;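 active = potentiation over 3 SD above the plate norm, cut at about 30% in these data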; also: 0% is about no effect
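Cells plated with tetracycline inducer and held overnight at 30 C; calcium dye loaded 30–90 min at room temperature; baseline taken, compound added and read 180 s; EC20 dopamine then added and read 180 s.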
The depositor's hits bear a star; & = joins results of further samples. A portion of the library (hit frequency here may not be typical).

How did COc1ccc(OC)c(NC(=O)Cn2c(=O)cc(-c3ccccc3)c3c(C)nn(C)c32)c1 do in these assays?
D1 antag: 8; TRHR PAM: 5; RXFP1 antagonist: -6; D1 agonist: 4; D1 potentiator: -4; D2 agonist: -0.6; RXFP1 ag: 1.4%; D2 PAM: 16

What do the screens show for `CCc1ccc(Nc2n[n+](-c3ccccc3)c(-c3cccc(C)c3)s2)cc1`?
D1 antag: -16; TRHR PAM: 1; D1 agonist: 4; D1 potentiator: -8; D2 agonist: -0.4; D2 antag: 4; RXFP1 ag: 0.5%; D2 PAM: -7

What do the screens show for `N#C/C(=C/c1cc[nH]c1)C(N)=S`?
D1 antag: -1; TRHR PAM: 33*; RXFP1 antagonist: 1; D1 agonist: 2; D1 potentiator: -5; D2 agonist: 0.0; D2 antag: -1; RXFP1 ag: 0.9%; D2 PAM: -4

Results for COC(=O)CNC(=O)c1cccc(Cl)c1 ?
D1 antag: -32*; TRHR PAM: -3; RXFP1 antagonist: 6; D1 agonist: 4; D1 potentiator: -4; D2 agonist: 0.5; D2 antag: 8; RXFP1 ag: -0.6%; D2 PAM: -4

What do the screens show for `Cc1cccc(-n2ccnc2SCC(=O)Nc2ccccc2C(F)(F)F)c1`?
D1 antag: -40*; TRHR PAM: -4; D1 agonist: 1; D1 potentiator: -4; D2 agonist: -2.5; RXFP1 ag: 1.4%; D2 PAM: 11

Results for Cc1ccc(C(=O)NCC(=O)NCCCc2ccccc2)s1 ?
D1 antag: 5; TRHR PAM: 3; RXFP1 antagonist: -2; D1 agonist: 4; D1 potentiator: -2; D2 agonist: -1.5; D2 antag: 5; RXFP1 ag: 0.5%; D2 PAM: 6

Results for CC1CCCC(N2CCN(C(=O)c3ccc([N+](=O)[O-])cc3)CC2)C1 (stereo not given) ?
D1 antag: -23; TRHR PAM: -10; RXFP1 antagonist: -2; D1 agonist: 0; D1 potentiator: -9; D2 agonist: 0.0; D2 antag: 5; RXFP1 ag: -0.6%; D2 PAM: 7

What do the screens show for `COc1ccc(-n2nnnc2SCC(=O)Nc2cccc(C)n2)cc1OC`?
D1 antag: -3; TRHR PAM: 6; RXFP1 antagonist: 1; D1 agonist: -1; D1 potentiator: 1; D2 agonist: 0.5; D2 antag: -8; RXFP1 ag: 1.4%; D2 PAM: 5

Results for N#C/C=C(/N)c1ccc(Br)cc1 ?
D1 antag: -19; TRHR PAM: 0; RXFP1 antagonist: -4; D1 agonist: 8; D1 potentiator: -11; D2 agonist: -1.0; D2 antag: 20; RXFP1 ag: 1.1%; D2 PAM: 14

Results for Nc1ccc(-c2nc3ccccc3s2)cn1 ?
D1 antag: -12; TRHR PAM: 3; RXFP1 antagonist: 2; D1 agonist: 2; D2 agonist: -2.6; D2 antag: -9; RXFP1 ag: 10%; D2 PAM: -2

How did C=CCN(C(=O)CNS(=O)(=O)c1ccccc1)C(C(=O)NCCOC)c1cccnc1 (stereo not given) do in these assays?
D1 antag: -8; TRHR PAM: -12; RXFP1 antagonist: -8; D1 agonist: 1; D1 potentiator: -4; D2 agonist: -1.0; D2 antag: 17; RXFP1 ag: 3.2%; D2 PAM: 7

How did O=C(CN1C(=O)/C(=C\c2ccco2)SC1=S)Nc1ccc(O)cc1C(=O)O do in these assays?
D1 antag: -21; TRHR PAM: 6; RXFP1 antagonist: -33; D1 agonist: 5; D1 potentiator: 2; D2 agonist: 0.2; D2 antag: -11; RXFP1 ag: 0.6%; D2 PAM: 3

What do the screens show for `COc1ccc(-c2nnc(SCC(=O)OC3CCCCC3)o2)cc1OC`?
D1 antag: -8; TRHR PAM: -13; RXFP1 antagonist: -19; D1 agonist: 0; D1 potentiator: -8; D2 agonist: 2.3; D2 antag: 15; RXFP1 ag: 0.2%; D2 PAM: 1

Results for Cc1ccc(NC(=O)NC(=S)NC(=O)c2ccccc2)cc1 ?
D1 antag: 7; TRHR PAM: 9; D1 agonist: 5; D1 potentiator: -8; D2 agonist: -1.6; D2 antag: -2; RXFP1 ag: -2.8%; D2 PAM: 12

What do the screens show for `Cc1ccc(NC(=S)N(CCCN2CCN(C)CC2)Cc2cccs2)cc1`?
D1 antag: 0; TRHR PAM: 10; RXFP1 antagonist: -20; D1 agonist: 6; D1 potentiator: 1; D2 agonist: 1.4; D2 antag: -14; RXFP1 ag: -0.7%; D2 PAM: 13

What do the screens show for `Brc1cccc(OCCN2CCc3ccccc3C2)c1`?
D1 antag: 10; TRHR PAM: 1; RXFP1 antagonist: -38; D1 agonist: 4; D1 potentiator: -8; D2 agonist: 52*; D2 antag: 96*; RXFP1 ag: 0.1%; D2 PAM: -31

Results for COc1ccc(NC(=O)N2CCCC(CCC(=O)N(C)CCc3ccccn3)C2)cc1 (stereo not given) ?
D1 antag: -3; TRHR PAM: 25; RXFP1 antagonist: -18; D1 agonist: 1; D1 potentiator: -2; D2 agonist: -2.4; D2 antag: 14; RXFP1 ag: 0.0%; D2 PAM: 17

How did CN(C)S(=O)(=O)c1cccc(NC(=O)Cc2ccsc2)c1 do in these assays?
D1 antag: -5; TRHR PAM: -11; RXFP1 antagonist: 2; D1 agonist: 4; D1 potentiator: -5; D2 agonist: 0.2; D2 antag: 6; RXFP1 ag: 1.1%; D2 PAM: -12

How did Cc1ccccc1-c1ccc(=O)n(CC(=O)Nc2ccc(N3CCOCC3)cc2)n1 do in these assays?
D1 antag: -9; TRHR PAM: 9; RXFP1 antagonist: -11; D1 agonist: 1; D1 potentiator: -3; D2 agonist: -0.1; D2 antag: 26; RXFP1 ag: -0.3%; D2 PAM: -8

Results for Cc1cccc(CNC(=O)C(C)n2nc(C)c3c(C)n(-c4ccccc4)nc3c2=O)c1 (stereo not given) ?
D1 antag: -10; TRHR PAM: 0; RXFP1 antagonist: -9; D1 agonist: -1; D1 potentiator: 3; D2 agonist: 0.1; D2 antag: -21; RXFP1 ag: 0.1%; D2 PAM: 9

How did c1ccc(-n2ncc3c(N4CCN(c5ccccn5)CC4)nc(N4CCOCC4)nc32)cc1 do in these assays?
D1 antag: -10; TRHR PAM: -1; D1 agonist: 1; D1 potentiator: 0; D2 agonist: 0.6; D2 antag: -3; RXFP1 ag: 7.2%; D2 PAM: -1

How did COc1ccc2nc(NC(=O)c3cccnc3SC)sc2c1 do in these assays?
D1 antag: -4; TRHR PAM: 1; RXFP1 antagonist: -9; D1 agonist: 0; D1 potentiator: 0; D2 agonist: -0.6; D2 antag: -4; RXFP1 ag: 4.9%; D2 PAM: 4

Results for Cc1ccn2c(=O)c(C(=O)NCCCN3CCCCC3C)c(O)nc2c1 (stereo not given) ?
D1 antag: -4&-3; TRHR PAM: -3&-2; RXFP1 antagonist: -16; D1 agonist: 0&0; D1 potentiator: -2&-3; D2 agonist: 0.8; D2 antag: 10; RXFP1 ag: 3.6%&2.1%; D2 PAM: -4&1

How did Cc1ccc(NC(=S)c2ccncc2)cc1 do in these assays?
D1 antag: 1; TRHR PAM: 16; RXFP1 antagonist: 6; D1 agonist: 0; D1 potentiator: -6; D2 agonist: -0.6; D2 antag: -11; RXFP1 ag: 0.1%; D2 PAM: 1

Results for COc1ccc(CN2CC(C(=O)NCC3CCCO3)CC2=O)cc1 (stereo not given) ?
D1 antag: -10; TRHR PAM: 3; RXFP1 antagonist: 5; D1 agonist: 1; D1 potentiator: 8; D2 agonist: 1.1; D2 antag: 26; RXFP1 ag: 0.1%; D2 PAM: 12

Results for CCN(CC(=O)Nc1ccccc1C(F)(F)F)C(=O)c1cc(-c2ccccc2)nn1-c1ccccc1 ?
D1 antag: 12; TRHR PAM: -1; RXFP1 antagonist: -22; D1 agonist: 16; D1 potentiator: -1; D2 agonist: 0.1; D2 antag: 20; RXFP1 ag: 0.1%; D2 PAM: -8

What do the screens show for `COc1ccc(CCN(C)S(=O)(=O)c2cn(C)c(=O)n(C)c2=O)cc1OC`?
D1 antag: -3; TRHR PAM: 6; RXFP1 antagonist: -6; D1 agonist: 2; D1 potentiator: -5; D2 agonist: 0.6; D2 antag: -34; RXFP1 ag: -0.6%; D2 PAM: 4

What do the screens show for `CCC(CCC(=O)Nc1ccc(S(N)(=O)=O)cc1)C(=O)O` (stereo not given)?
D1 antag: 4; TRHR PAM: 0; RXFP1 antagonist: 2; D1 agonist: 3; D1 potentiator: -2; D2 agonist: 0.5; D2 antag: -3; RXFP1 ag: 0.2%; D2 PAM: -5

Results for COc1cc(OC)cc(-n2nnnc2SCC(=O)NCc2ccc3c(c2)OCO3)c1 ?
D1 antag: -23; TRHR PAM: -10; RXFP1 antagonist: 6; D1 agonist: 1; D1 potentiator: -8; D2 agonist: 1.0; D2 antag: 19; RXFP1 ag: 1.4%; D2 PAM: -10

What do the screens show for `O=S(=O)(/N=C(/Nc1ccc(F)cc1F)c1ccccc1)c1ccccc1`?
D1 antag: -8; TRHR PAM: 1; RXFP1 antagonist: 10; D1 agonist: 3; D1 potentiator: -2; D2 agonist: -4.8; D2 antag: -20; RXFP1 ag: -0.7%; D2 PAM: 0

What do the screens show for `COc1ccc(-n2nnnc2SCC(=O)Nc2ccccc2F)cc1`?
D1 antag: 5; TRHR PAM: 2; RXFP1 antagonist: 4; D1 agonist: 5; D1 potentiator: -16; D2 agonist: 0.8; D2 antag: -10; RXFP1 ag: -1.0%; D2 PAM: 9

How did CC(C)Cc1ccc(S(=O)(=O)N2CCN(Cc3noc(CCC(=O)N4CCCCC4)n3)CC2)cc1 do in these assays?
D1 antag: -16; TRHR PAM: -1; RXFP1 antagonist: -21; D1 agonist: 9; D1 potentiator: -3; D2 agonist: -0.5; RXFP1 ag: 0.2%; D2 PAM: 4

Results for O=C(N/N=C/C=C/c1ccc([N+](=O)[O-])cc1)c1cccs1 ?
D1 antag: -4; TRHR PAM: 1; RXFP1 antagonist: 0; D1 agonist: 3; D1 potentiator: -7; D2 agonist: -0.1; D2 antag: 4; RXFP1 ag: -0.3%; D2 PAM: 18

Three compounds drawn at random from the list so far:
What do the screens show for `O=S(=O)(/N=C(/Nc1ccc(F)cc1F)c1ccccc1)c1ccccc1`?
D1 antag: -8; TRHR PAM: 1; RXFP1 antagonist: 10; D1 agonist: 3; D1 potentiator: -2; D2 agonist: -4.8; D2 antag: -20; RXFP1 ag: -0.7%; D2 PAM: 0

Results for COc1ccc(CN2CC(C(=O)NCC3CCCO3)CC2=O)cc1 (stereo not given) ?
D1 antag: -10; TRHR PAM: 3; RXFP1 antagonist: 5; D1 agonist: 1; D1 potentiator: 8; D2 agonist: 1.1; D2 antag: 26; RXFP1 ag: 0.1%; D2 PAM: 12

What do the screens show for `CCC(CCC(=O)Nc1ccc(S(N)(=O)=O)cc1)C(=O)O` (stereo not given)?
D1 antag: 4; TRHR PAM: 0; RXFP1 antagonist: 2; D1 agonist: 3; D1 potentiator: -2; D2 agonist: 0.5; D2 antag: -3; RXFP1 ag: 0.2%; D2 PAM: -5
